# Screening data from PubChem.
# MrgX1 agonist: agonists of human MrgX1 receptor. Q96LB2. MrgX1-HEK293 cells, Fluo-4 calcium fluorescence, agonist mode; hits give high values. B-score at 10 µM. 0.44% of 310,000 active. AID 588627;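 active = calcium response B-score plate-corrected fluorescence ratio at least 3 library SD, with starting fluorescence B-score inside 5 SD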
#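 System: HEK293 cells stably expressing human MrgX1 receptor; Dosing: test compound in the initial addition of three; Schedule: overnight plating, then 30 min 37 °C plus 30 min room-temperature dye loading; Detection: kinetic calcium dye fluorescence, Fluo-4 NW; Controls: per-plate positive and negative controls for Z′ factor.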
# RGS4 block: human RGS4 inhibition. HEK293 M3R/RGS4 inducible, Fluo-4 calcium flux; hits give high values; triggered by carbachol at its EC20. P49798. B-score at 10 µM. 0.45% of 310,000 active;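 active = B-score, a plate-corrected calcium signal, over three deviations above library mean, with baseline fluorescence within five deviations of library mean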;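 note: RGS4 expression induced by doxycycline in cells with stable M3 receptor; B-score is computed from the integrated fluorescence ratio over baseline after carbachol; higher B-score means a larger calcium signal and so more RGS4 inhibition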
# MrgX1 PAM: human MrgX1 positive allosteric modulation, primary screen. 0.63% of 310,000 active. B-score at 10 µM. MrgX1-HEK293, Fluo-4 calcium flux, FDSS; hits give high values. Q96LB2;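 active = plate-corrected calcium response at least 3 library SD above typical, normal starting fluorescence, not activating the receptor alone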;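 note: compound read alongside a low EC10 to EC30 dose of BAM8-22 agonist; peak minus trough fluorescence over baseline measured at the second addition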
# ANO1 activ: activators or potentiators of mouse TMEM16A chloride channel; 0.3% of 340,000 active; B-score at 10 µM; AID 623877; HEK293 TMEM16A/YFP-H148Q/I152L, iodide quench fluorescence; hits give low values;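 active = fluorescence-ratio B-score plate-corrected deviation score at least 3 library SD below zero, with starting fluorescence score within 5 deviations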;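 note: channel opened by trigger with iodide after compound preincubation; score built on the fluorescence ratio of max minus min over baseline; more negative score means more quench and so TMEM16A activation or potentiation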
# TRPC6 inhibitor: inhibitors of mouse TRPC6 channel; B-score at 10 µM; HEK293-TRPC6, membrane potential dye, ACh-evoked depolarization; hits give low values; Q61143; 1.1% of 310,000 active; AID 2553;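 active = B-score under library mean minus 3 SD, initial fluorescence not abnormally high, positive integrated signal ratio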;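 note: B-score derived from integrated fluorescence ratio over the kinetic read; more negative B-score means stronger inhibition of depolarization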
# Target sequence (Q61143 whole entry, looked up): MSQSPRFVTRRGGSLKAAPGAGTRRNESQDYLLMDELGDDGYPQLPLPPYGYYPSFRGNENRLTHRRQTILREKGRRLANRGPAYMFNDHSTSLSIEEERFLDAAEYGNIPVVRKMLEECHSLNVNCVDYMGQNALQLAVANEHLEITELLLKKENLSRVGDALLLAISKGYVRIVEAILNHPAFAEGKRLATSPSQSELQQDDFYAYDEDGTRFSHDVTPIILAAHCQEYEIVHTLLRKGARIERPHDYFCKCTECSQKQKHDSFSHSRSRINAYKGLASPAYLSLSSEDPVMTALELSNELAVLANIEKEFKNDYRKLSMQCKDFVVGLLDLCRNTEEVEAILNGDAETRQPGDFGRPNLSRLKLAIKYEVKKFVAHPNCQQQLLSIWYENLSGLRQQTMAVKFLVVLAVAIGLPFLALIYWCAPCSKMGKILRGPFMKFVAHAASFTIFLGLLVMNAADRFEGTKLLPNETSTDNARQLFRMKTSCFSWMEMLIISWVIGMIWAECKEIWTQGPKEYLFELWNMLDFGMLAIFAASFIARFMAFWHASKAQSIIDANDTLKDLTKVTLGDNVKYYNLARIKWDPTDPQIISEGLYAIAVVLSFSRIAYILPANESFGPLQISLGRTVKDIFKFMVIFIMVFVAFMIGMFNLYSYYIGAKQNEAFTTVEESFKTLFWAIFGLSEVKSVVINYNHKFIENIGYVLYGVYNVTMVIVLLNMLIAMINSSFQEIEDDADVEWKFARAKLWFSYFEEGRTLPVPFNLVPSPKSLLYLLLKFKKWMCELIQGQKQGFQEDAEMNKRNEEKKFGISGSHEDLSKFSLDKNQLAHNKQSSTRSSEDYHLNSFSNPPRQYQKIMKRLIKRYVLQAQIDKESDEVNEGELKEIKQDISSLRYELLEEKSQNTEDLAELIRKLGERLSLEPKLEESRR
# TRPC6 act: activators of mouse TRPC6 channel. B-score at 10 µM. HEK293-TRPC6 membrane potential dye fluorescence; hits give high values. Q61143. 0.13% of 310,000 active;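 active = B-score of the integrated fluorescence ratio above library mean plus 3 SD, and starting fluorescence ratio within library mean plus 5 SD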;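 note: higher score means more depolarization so channel activation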
# TRPC4 block: inhibitors of mouse TRPC4 channel; Q9QUQ5; AID 2247; HEK293 TRPC4beta/mu-opioid, DAMGO-evoked Fluo4 calcium flux; hits give low values; B-score at 10 µM; 0.39% of 300,000 active;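 active = B-score over 3 SD under the library average, no early fluorescence shift, positive overall ratio signal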
#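 Assay system: TRPC4beta/mu-opioid receptor HEK293 cell line; compound dosing: single concentration per test compound; detection: Fluo4 Ca2+ flux fluorescence; evaluation: per-well B score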
# MrgX1 antag: human MrgX1 receptor antagonism, primary screen; 1.3% of 310,000 active; MRGX1-HEK293 calcium flux, Fluo-4, BAM8-22 antagonism; hits give low values; AID 588676; B-score at 10 µM; Q96LB2;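 active = calcium-response B-score plate-corrected more than 3 library SD below zero, starting fluorescence within 5 deviations, no agonist response on first addition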;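 note: peak minus trough fluorescence over baseline after final BAM8-22 challenge near maximal dose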
# TRPC4 agonist: opens the mouse TRPC4 cation channel. 0.49% of 310,000 active. HEK293 TRPC4beta/mu-opioid, Fluo4 calcium fluorescence; hits give high values. Q9QUQ5. B-score at 10 µM;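 active = B-score above 5 SD of library B-scores, and initial fluorescence ratio not above library mean plus 5 SD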;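 note: positive B-score marks a calcium rise read as TRPC4 activation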
#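 Technique: kinetic Fluo4 calcium fluorescence; Test system: TRPC4beta and mu-opioid receptor HEK293 stable cells; Measure: B-scored integrated calcium fluorescence ratio; Benchmarks: low control buffer alone, high control maximal DAMGO; Schedule: 45 min room-temperature Fluo4 loading, 110 s read.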
# TRPC4 potent: TRPC4 (mouse) allosteric potentiation. Q9QUQ5. HEK293 TRPC4beta/mu-opioid, DAMGO EC20, Fluo-4 Ca2+ flux; hits give high values. B-score at 10 µM. 0.42% of 310,000 active. AID 2227;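 active = B-score of calcium response area above 5 SD of library B-scores, with initial fluorescence ratio within 5 SD of library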;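 note: B-score of integrated fluorescence ratio over time as area under calcium response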
# ANO1 block: blocks the mouse calcium-activated chloride channel TMEM16A. HEK293 TMEM16A/YFP iodide influx fluorescence, ionomycin. normalized B-score (activity score, 25-100; higher = stronger inhibition) at 10 µM. 1.2% of 310,000 active. AID 588511;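 active = ratio plate-corrected score three or more library SD toward inhibition, starting fluorescence score within five deviations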;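 note: score derived from kinetic fluorescence span divided by baseline fluorescence per well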
# An asterisk follows results filed as active; i = inactive; / = not tested or not shown.
SMILES,MrgX1 agonist,RGS4 block,MrgX1 PAM,ANO1 activ,TRPC6 inhibitor,TRPC6 act,TRPC4 block,MrgX1 antag,TRPC4 agonist,TRPC4 potent,ANO1 block
CC(C)NC(=O)c1ccc(-n2c(=S)[nH]c3ccccc3c2=O)cc1,i,i,i,/,i,i,i,i,i,i,i
O=S1(=O)CC/C(=N\Nc2ccccc2)c2ccsc21,i,i,i,i,i,i,i,i,i,i,i
COc1ccc(C(=O)CSc2nc(SC)ns2)cc1OC,i,i,i,i,i,i,i,i,i,i,i
CCCC(=O)NC(=S)Nc1ccc(N2CCN(C(=O)c3cccs3)CC2)cc1,i,i,i,i,i,i,i,i,i,i,i
CC(C)Sc1cc(N2CCCC2)nc(-c2ccccc2)n1,i,6.2*,i,i,i,i,i,i,i,i,i
COc1ccc(C(C)=O)cc1COC(=O)c1cc(=O)c2ccccc2o1,i,i,i,i,i,i,i,i,i,i,i
O=S(Cc1ccc(Cl)cc1)CC(O)COc1ccc(Cl)cc1 (configuration not stated),i,i,i,i,i,i,/,i,i,i,i
Cc1onc(-c2c(Cl)cccc2Cl)c1C(=O)Nc1ccc(C(N)=O)cc1,i,i,i,i,i,i,i,i,i,i,i
CCCC(c1nnnn1Cc1ccccc1)N1CCN(c2ccccc2OC)CC1 (configuration not stated),i,i,i,i,i,i,i,i,i,i,i
O=C1c2ccccc2CCCC12N=NCC2c1cccc2ccccc12 (configuration not stated),i,i,i,i,i,i,i,i,i,i,i
CC(=O)c1ccc(-n2c(=O)[nH]c(=O)c3c(N)c(C(=O)c4ccc(Cl)cc4)sc32)cc1,i,i,i,i,i,i,i,i,i,i,i
Cc1ccc(Nc2nnc(SCC3CCCCO3)s2)cc1 (configuration not stated),i,i,8.5*,i,i,i,i,i,i,i,i
COc1ccccc1C(=O)COC(=O)c1cc([N+](=O)[O-])ccc1N1CCOCC1,i,i,i,i,i,i,i,i,i,i,i
Cc1ccc(S(=O)(=O)N2CCC(=O)N(C(COCc3ccc(Cl)cc3)C(C)C)CC2)cc1 (configuration not stated),i,i,i,i,i,i,i,i,i,i,i
Cn1c(NCc2ccco2)nc2ccccc21,i,i,i,i,i,i,i,i,i,i,i
O=C1c2cccnc2C(=O)N1Cc1ccc2c(c1)OCO2,i,i,i,i,i,i,i,i,i,i,i
CCSc1nnc(NC(=O)CSc2nnc(-c3c[nH]c4ccccc34)n2C)s1,i,i,i,i,i,i,i,i,i,i,i
CC(O)COc1ccc(/C(=N/O)c2ccccc2)cc1 (configuration not stated),i,i,i,i,i,i,i,i,i,i,i
O=C(CNC(=O)/C(=C\c1ccc(Br)cc1)NC(=O)c1ccccc1)OCc1ccccc1,i,i,i,i,i,i,i,i,i,i,i
C=CCn1c(SCC(=O)Nc2ccc(S(N)(=O)=O)cc2)nnc1-c1cnccn1,i,i,i,i,i,i,i,i,i,i,i
CCOC(=O)c1c(C)[nH]c(C)c1C(=O)COC(=O)c1nc2nccc(C)n2n1,i,i,i,i,i,i,i,i,i,i,i
O=C(c1ccc2c3n(nc2c1)-c1ccc(Cl)cc1CO3)N1CCCCC1,i,i,i,i,i,i,i,i,i,i,i
Cc1cc(C(=O)CSc2nn3c(=O)c(C(C)(C)C)nnc3s2)c(C)n1C1CC1,i,i,i,i,i,i,i,i,i,i,i
CN(CCc1cn[nH]c1)Cc1nc(Cc2ccccc2)no1,i,i,i,i,i,i,i,i,i,i,i
CCC1Nc2ncnc(N3CCCCC3)c2N(Cc2ccc(Br)cc2)C1=O (configuration not stated),i,i,i,i,i,i,i,i,i,i,i
CCOC(=O)c1nnn(CC(=O)NC(=O)Nc2ccccc2)c1C(=O)OCC,i,i,i,i,i,i,i,i,i,i,i
COc1ccc2[nH]cc(C3N4CC5(C)CN3CC(C)(C4)C5=O)c2c1 (configuration not stated),i,i,i,i,i,i,i,i,i,i,i
CCCc1oc(C(=O)O)cc1CN1CCCC1,i,i,i,i,i,i,i,i,i,i,i
CN(Cc1ccco1)C(=O)C(Cc1ccccc1)NS(=O)(=O)c1ccc2c(c1)CCC(=O)N2 (configuration not stated),i,i,i,i,i,i,i,i,i,i,i
CCC(C)n1c(NC(=O)c2ccccc2)c(C#N)c2nc3ccccc3nc21 (configuration not stated),i,i,7.9*,i,i,i,i,i,i,i,i
COc1ccc(Br)cc1S(=O)(=O)N(CC(=O)N1CCN(C)CC1)c1ccccc1,i,i,i,i,i,i,i,i,i,i,i
COC(=O)c1ccccc1NC(=O)CNC(=O)c1ccc(OC)c(OC)c1,i,i,i,i,i,i,i,i,i,i,i
Cc1c(O)nc(SC2CC(=O)N(c3cc(Cl)cc(Cl)c3)C2=O)[nH]c1=O (configuration not stated),i,i,i,i,i,i,i,i,i,i,i
Cc1ccc(N=C2S/C(=C\c3cn(CC(=O)O)c4ccccc34)C(=O)N2C)cc1,i,i,i,i,i,i,i,i,i,i,i
COC(=O)c1nc(Cl)c(Cl)c(N)c1Cl,i,i,i,i,i,i,i,i,i,i,i
N#CCc1nn2c(-c3ccccc3)ccnc2c1C#N,i,i,i,/,i,i,i,i,i,i,i
CC1(C)Cc2c(C#N)c(N3CCOCC3)nc(Cc3ccccc3)c2CO1,i,i,i,i,i,i,i,i,i,i,i
Cc1ccc(OC(=O)CCN2C(=O)c3ccccc3C2=O)cc1C,i,i,i,i,i,i,i,i,i,i,i
COC(=O)c1ccc(NC(=O)c2cccnc2)cc1,i,i,i,i,i,i,i,i,i,i,i
CC(=O)N/C(=N\OCc1ccccc1Cl)c1nonc1NC(C)=O,i,i,i,i,i,i,i,i,i,i,i
CCc1cccc2c(C(=O)C(NCCOC)c3ccccc3)c[nH]c12 (configuration not stated),i,i,i,i,i,i,i,i,i,i,i
Cc1ccc(NC(=O)CC2CS(=O)(=O)CC2CC(=O)Nc2ccc(C)c(C)c2)cc1C (configuration not stated),i,i,i,i,i,i,i,i,i,i,i
CC(=O)C1C(c2ccc(Cl)cc2)c2c(n[nH]c2C)CC1(C)O (configuration not stated),i,i,i,i,i,i,i,i,i,i,i
Cc1c(C(=O)N(C)C(C)c2ccccn2)oc2c(F)cccc12 (configuration not stated),i,i,i,i,i,i,i,i,i,i,i
COc1ccc(N2C(=O)CCC2(C(N)=O)c2ccccc2)cc1 (configuration not stated),i,i,i,i,i,i,i,i,i,i,i
COc1cc(/C=C2\NC(=S)N(C)C2=O)ccc1OCc1cccc(F)c1,i,i,i,i,i,i,i,i,i,i,i
COc1ccc(S(=O)(=O)Nc2ccc(C)cc2)cc1OC,i,i,i,i,i,i,i,i,i,i,i
CCC(C)NS(=O)(=O)c1ccc(F)c(C(=O)Nc2c(F)cc(F)cc2Br)c1 (configuration not stated),i,i,i,i,i,i,i,i,i,i,i
CC(C)CN(C(=O)COC(=O)CCC(=O)c1ccc(Cl)cc1)c1c(N)n(Cc2ccccc2)c(=O)[nH]c1=O,i,i,i,i,i,i,i,i,i,114*,i
O=C1NCCCC1C(=O)NCCNC(=O)C(F)(F)F (configuration not stated),i,i,i,i,i,i,i,i,i,i,i
CCN(CC)CCNC(=O)C1c2ccccc2C(=O)N(C)C1c1cn(C)c2ccccc12 (configuration not stated),i,i,i,i,i,i,i,i,i,i,i
CCOc1ccc(NC(=O)CN(C)C(=O)c2ccc3[nH]c4c(c3c2)CC(C)CC4)cc1OCC (configuration not stated),i,i,i,i,i,i,i,i,i,i,i
N#Cc1cnn(-c2ccccc2)c1NC(=O)CN1CCN(c2ccccc2)CC1,i,i,i,i,i,i,i,i,i,i,i
CNS(=O)(=O)c1cc(Cl)ccc1Sc1ccccc1C(=O)O,i,i,i,i,i,i,i,i,i,i,i
COC(=O)/C(=N/Nc1cccc(C)c1)N1CCCc2ccccc21,i,i,i,i,i,i,i,i,i,i,i
CCCn1nnnc1NC(=O)c1cc(Cl)ccc1Cl,i,i,i,i,i,i,i,i,i,i,i
Cc1cccc(NC(=S)N(C)C)c1C,i,i,i,i,i,i,i,i,i,i,i
COc1cc2c(cc1OC)C(=S)NC(C)(C)C2,i,i,i,i,i,i,i,i,i,i,i
O=[N+]([O-])c1ccc(NC2CCN(Cc3ccccc3)CC2)c([N+](=O)[O-])c1,i,i,i,i,-6.7*,i,i,i,i,i,i
CCOC(=O)CSC1=C(C#N)C(c2ccco2)C(C(=O)OCc2ccccc2)=C(C)N1 (configuration not stated),i,i,i,i,i,i,i,i,i,i,i

# Entries of single compounds, quoted from the list. Screens in order: MrgX1 agonist	RGS4 block	MrgX1 PAM	ANO1 activ	TRPC6 inhibitor	TRPC6 act	TRPC4 block	MrgX1 antag	TRPC4 agonist	TRPC4 potent	ANO1 block
# Cc1c(C(=O)N(C)C(C)c2ccccn2)oc2c(F)cccc12 (configuration not stated) across the screens: i	i	i	i	i	i	i	i	i	i	i
# O=C1NCCCC1C(=O)NCCNC(=O)C(F)(F)F (configuration not stated) across the screens: i	i	i	i	i	i	i	i	i	i	i
# COC(=O)/C(=N/Nc1cccc(C)c1)N1CCCc2ccccc21 across the screens: i	i	i	i	i	i	i	i	i	i	i
# COc1cc(/C=C2\NC(=S)N(C)C2=O)ccc1OCc1cccc(F)c1 across the screens: i	i	i	i	i	i	i	i	i	i	i

# The list goes on.
SMILES,MrgX1 agonist,RGS4 block,MrgX1 PAM,ANO1 activ,TRPC6 inhibitor,TRPC6 act,TRPC4 block,MrgX1 antag,TRPC4 agonist,TRPC4 potent,ANO1 block
O=C(NCc1ccccc1Cl)C1CCN(S(=O)(=O)N2CCCCC2)CC1,i,i,i,i,i,i,i,i,i,i,i
COc1ccc(C(=O)Nc2ccc3ncccc3c2)cc1,i,i,i,i,i,i,i,i,i,i,i
Cc1cccc(C)c1NC(=O)COC(=O)c1ccccc1O,i,i,i,i,i,i,i,i,i,i,i
COc1ccc(OC)c(C(c2c(O)nc(SC)[nH]c2=O)c2c(O)nc(SC)[nH]c2=O)c1,i,i,i,i,i,i,i,i,i,i,i
COc1cc2nc(C3CCC3)nc(N3CCN(c4ccccn4)CC3)c2cc1OC,i,i,i,i,i,i,i,i,i,i,i

# This is a random part of the collection. Share with any hit: about 5.8%.
